Compound activity as filed in PubChem.
PI5P4K alpha inh: PI5P4K alpha (human) kinase inhibition; PI5P4Kalpha enzyme, ADP-Glo luminescence, 60 min; hits give low values; hit rate 1.2% among 330,000; max response, %; P48426; active = max response of -50% or lower; inconclusive = between -30% and -50%; inactive = -30% or higher; also: value at the top dose of about 77 µM; % is scaled to controls: 0 for no effect and ±100 for the full control effect
Target sequence (P48426 whole entry, looked up): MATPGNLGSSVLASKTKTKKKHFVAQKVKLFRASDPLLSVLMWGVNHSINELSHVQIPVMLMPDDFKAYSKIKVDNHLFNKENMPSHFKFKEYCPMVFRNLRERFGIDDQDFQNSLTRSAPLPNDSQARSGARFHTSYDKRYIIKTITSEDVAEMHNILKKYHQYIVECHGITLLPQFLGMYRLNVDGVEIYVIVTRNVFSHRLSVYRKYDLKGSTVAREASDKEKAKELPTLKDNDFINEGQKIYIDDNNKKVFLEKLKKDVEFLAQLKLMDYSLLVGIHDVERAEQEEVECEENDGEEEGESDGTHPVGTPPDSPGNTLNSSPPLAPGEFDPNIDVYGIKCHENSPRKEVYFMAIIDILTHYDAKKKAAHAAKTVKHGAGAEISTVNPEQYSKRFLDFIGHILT
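Human PI5P4Kalpha with substrate in 0.038 M HEPES pH 7.4, 0.28 mM EGTA, 0.1% CHAPS, 5% DMSO; reaction started with 5 microM ATP (final), 60 min at room temperature. ADP formed read by ADP-Glo luminescence.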
Abeta rescue: A-beta toxicity reversal in yeast; yeast expressing A-beta42, growth rescue, OD600, 48 h; response scale: 0% DMSO, 100% iron-clioquinol control; Potency, µM (doses to about 46.1 µM), for inactives: at the top dose growth rescue, actives largely listed as activators; hit rate 0.063% among 410,000; also: potency is read from the fitted curve at half-maximal effect; nearly all actives have a fitted effect of over 55% in size
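Growth rescue measured by 600 nm absorbance after 48 h yeast culture at 30 C with compound. Values normalized between DMSO and an equimolar ferric chloride plus clioquinol control.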
PLK1 PBD inh: blocks phosphopeptide binding to human PLK1 polo-box domain; P53350; Plk1 PBD binding of FITC phosphopeptide, fluorescence polarization; Potency, µM, for the others: max response, negative = inhibition, actives largely listed as inhibitors; hit rate 2.8% among 360,000; also: potency is read from the fitted curve at half-maximal effect; series mostly up to about 57 µM; % is scaled to controls: 0 for no effect and ±100 for the full control effect; nearly all actives have a fitted effect of over 65% in size
Target sequence (P53350 whole entry, looked up, the tested form may be a part): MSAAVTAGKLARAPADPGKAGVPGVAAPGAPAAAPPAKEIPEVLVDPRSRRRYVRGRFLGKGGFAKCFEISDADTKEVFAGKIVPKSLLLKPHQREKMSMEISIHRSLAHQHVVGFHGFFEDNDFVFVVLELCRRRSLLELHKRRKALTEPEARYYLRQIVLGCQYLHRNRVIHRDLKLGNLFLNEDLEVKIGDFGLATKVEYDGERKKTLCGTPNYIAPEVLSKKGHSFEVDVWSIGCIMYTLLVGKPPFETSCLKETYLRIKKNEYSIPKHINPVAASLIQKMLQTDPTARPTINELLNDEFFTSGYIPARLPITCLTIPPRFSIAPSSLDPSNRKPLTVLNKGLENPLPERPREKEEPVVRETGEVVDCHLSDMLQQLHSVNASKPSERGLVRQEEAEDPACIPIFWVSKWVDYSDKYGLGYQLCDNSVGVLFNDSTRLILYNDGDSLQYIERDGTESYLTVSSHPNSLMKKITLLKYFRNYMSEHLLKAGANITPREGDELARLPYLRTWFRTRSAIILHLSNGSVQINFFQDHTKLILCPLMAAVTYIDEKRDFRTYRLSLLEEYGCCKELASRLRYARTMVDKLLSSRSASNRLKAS
aSyn yeast inh: rescues yeast growth from alpha-synuclein toxicity; Potency, µM (highest dose often 46.1 µM), inactives show at the top dose growth rescue (activation), hits mostly activators; hit rate 0.14% among 370,000; Yeast expressing alpha-synuclein, growth rescue, BacTiter-Glo, 24 h; AID 652106; also: potency is read from the fitted curve at half-maximal effect; % of control where 0% means no effect; nearly all actives have a fitted effect of over 65% in size
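Galactose-induced alpha-syn yeast (OD600=0.02, raffinose-pregrown) + pinned cpd, 24 hr, 30 deg C; growth by BacTiter-Glo luminescence. Growth restoration scores as activation.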
IL-2 act: IL-2 activation; IL-2 activation reporter assay, cell-based qHTS; stimulated with anti-CD3/CD4/CD28 beads; in transgenic mouse T cells; activation, % (series mostly up to about 46 µM); hit rate 0.065% among 360,000; AID 652025; in the data active = activation above about 50%; inconclusive = mostly about 30% to 49%; also: 0% is about no effect
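EGFP and DsRed fluorescence is measured by plate cytometry in unstimulated transgenic mouse T cells exposed to compound for 60 minutes, then stimulated 18 hours at 37 degrees C with anti-CD3/anti-CD4 beads plus anti-CD28.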
EPAC1 agonist: activates human EPAC1 exchange factor; O95398; hit rate 0.073% among 360,000; EPAC1 agonist qHTS, biochemical assay; response scale: 100% = response to 6.5 mM cAMP; Potency, µM (highest dose often 154 µM), for inactives: at the top dose activation, most hits filed as activators; also: potency is read from the fitted curve at half-maximal effect; nearly all actives have a fitted effect of over 60% in size
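Compounds were pinned as a concentration titration into mixtures of EPAC1 (100 nM), BODIPY-GDP-loaded Rap1B (250 nM) and GDP (50 uM). After 5 min at room temperature, fluorescence was followed for 30 min; activity was scaled to 6.5 mM cAMP.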
FUS yeast rescue: FUS proteinopathy suppression in yeast; S. cerevisiae FUS-expressing, growth rescue, OD600, 24 h; Potency, µM (highest dose often 76.6 µM), for inactives: top-dose growth rescue (activation), actives largely listed as activators; hit rate 0.24% among 390,000;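 also: potency is read from the fitted curve at half-maximal effect; plate controls were DMSO vehicle for no effect and reference control for full effect; nearly all actives have a fitted effect of over 55% in size; some results filed as inactive show a strong effect at the top dose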
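S. cerevisiae expressing FUS from galactose induction served as the toxicity model. Growth after 24hr at 30C, read as absorbance at 600 nm, indicates suppression of toxicity; compounds dosed at several concentrations.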
WRN helicase inh: blocks human WRN helicase. hit rate 0.46% among 360,000. Potency, µM (highest dose often 114 µM), without a hit: top-dose activity change, negative = inhibition, most hits filed as inhibitors. WRN helicase unwinding, fluorescent forked duplex, kinetic. AID 651768; also: potency is read from the fitted curve at half-maximal effect; % is scaled to controls: 0 for no effect and ±100 for the full control effect; nearly all actives have a fitted effect of over 55% in size
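Kinetic red-fluorescence monitoring (525/598 nm) tracks WRN helicase activity after 100 nM fluorophore-quencher forked duplex and 2 mM ATP are added to 20 nM enzyme pretreated 15 min at room temperature with compound.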
EPAC1 antagonist: blocks human EPAC1 exchange factor; EPAC1 GEF assay, Rap1b-BODIPY-GDP exchange fluorescence; Potency, µM (series often up to 115 µM), for inactives: top-dose activity change, negative = inhibition, most hits filed as inhibitors; hit rate 0.14% among 360,000; AID 720709;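 also: potency is read from the fitted curve at half-maximal effect; plate controls were vehicle for no effect and positive control for full effect; nearly all actives have a fitted effect of over 50% in size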
* marks the source's active call; other numbers are inactive results; ? = inconclusive; nt = not tested or not shown; & = joins results of further samples; [ ] = dose if it differs, or a comment. Unless noted, calls follow the shape of the dose curve; as a rule, active = well fitted curve in the direction sought with a large enough effect; inconclusive = small, poorly fitted or top-dose-only effect, or another doubt; inactive = no such curve, though single readings can be large; an effect the other way counts as inactive or inconclusive.

SMILES | PI5P4K alpha inh | Abeta rescue | PLK1 PBD inh | aSyn yeast inh | IL-2 act | EPAC1 agonist | FUS yeast rescue | WRN helicase inh | EPAC1 antagonist
CCN(CC)CCn1c2ccccc2c2nc(C)sc21 | -8 | 5% | -9% | 7% | 2.1 | -4% | 12% | 9% | -10%
CCOc1ccc(-n2nnnc2SCC(=O)Nc2ccc(NC(C)=O)cc2)cc1 | 1 | 10% | 2% | -1% | 0.5 | -11% | -7% | -2% | 10%
COc1ccc(OCc2cc(C(=O)NC(C)c3csc(C)n3)no2)c(Cl)c1 (stereo not drawn) | 0 | 6% | -7% | -2% | -2.1 | 3% | 22% | -6% | -19%
COc1ccccc1NS(=O)(=O)c1cc([N+](=O)[O-])ccc1N/N=C/c1c(C)[nH]c2ccccc12 | nt | 11% | 14% | -2% | -0.3 | -1% | 19% | -11% | -2%
Cc1ccc(C)c(NC(=O)CN2C(=O)C3CC=CCC3C2=O)c1 (stereo not drawn) | -12 | -1% | -11% | -1% | 4.2 | 8% | -15% | 0% | -9%
NCC(c1ccccc1Cl)c1c[nH]c2ccccc12 (stereo not drawn) | -2 | 11% | -3% | 14% | -0.8 | -5% | 22% | 6% | -4%
CC(C)Cn1c(N)c(C(=O)NCc2cccs2)c2nc3ccccc3nc21 | -7 | 15% | -1% | 14% | 0.0 | 0% | nt | -11% | -11%
Cc1ccc(C2(C)NC(=O)N(CC(=O)Nc3cc(S(=O)(=O)N4CCOCC4)ccc3C)C2=O)cc1 (stereo not drawn) | 1 | 8% | -5% | 1% | 0.5 | 8% | 12% | -30%[57.1 µM] | -10%
O=C(NCCOc1ccccc1)N1[C@H]2CC[C@@H]1C=C(c1ccc(F)cc1OCc1ccccc1)C2 | 12 | 9% | -6% | 4% | -2.9 | -10% | 34% | -6% | -14%
COC(=O)c1ccc(Nc2nc(N3CCOCC3)nc(N3CCOCC3)n2)cc1 | 2 | -6% | ? | 1% | 0.8 | 8% | -12% | -3% | -13%
OC(c1ccc(Cl)cc1)C(CN1CCOCC1)c1ccccc1 (stereo not drawn) | 3 | -3% | -14% | 1% | 0.3 | 18% | 8% | 7% | 16%
C=C(C)COc1ccc(-c2ncnc(C(F)(F)F)c2-c2ccc(OC)cc2)c(O)c1 | -1 | -9% | 1% | -20% | -0.5 | -3% | 17% | -7% | -6%
Cc1nc(NC(=O)/C=C/c2ccc(C(C)(C)C)cc2)sc1C(=O)N(C)C | 9 | 17% | -11% | -2% | 0.3 | 7% | 6% | 0% | 7%
CC1CCN(CC(=O)c2cccs2)CC1 | 3 | 22% | -10% | -5% | -0.3 | 12% | 2% | -4% | 7%
CC1=CNC(=O)CC(C)(C)C1 | 0 | -15% | 3% | 5% | -0.1 | 1% | -6% | -2% | -4%
CCSc1nc2ccccc2n1Cc1nc(N)nc(N(C)C)n1 | nt | 7% | -1% | 5% | -3.6 | 1% | 2% | 1% | 7%
NS(=O)(=O)c1ccc(CCNC(=O)C2(S(=O)(=O)c3ccc(Cl)cc3)CC2)cc1 | -1 | -2% | -7% | 1% | 0.2 | 8% | 23% | -2% | 13%
CC1CCN(CC(=O)N2CCc3ccccc32)CC1 | 6 | 5% | 2% | 2% | 0.3 | 10% | -4% | -1% | -17%
Cn1ncc([N+](=O)[O-])c1C(=O)Nc1ccc(-c2nc3ccccc3o2)cc1 | 2 | 0% | -7% | -14% | 0.8 | 10% | -10% | -3% | -26%
CC(C)c1cc2c(c(O)c1O)[C@@]13CCCC(C)(C)C1CC2OC3=O (stereo partly drawn) | -75* | -9% | 6.7µM* | ? | -0.7 | -26% | 35% | -2% | -3%

Results in IL-2 act and PLK1 PBD inh, for some of the entries so far:
structure,IL-2 act,PLK1 PBD inh
CC1=CNC(=O)CC(C)(C)C1,-0.1,3%
CCSc1nc2ccccc2n1Cc1nc(N)nc(N(C)C)n1,-3.6,-1%
NS(=O)(=O)c1ccc(CCNC(=O)C2(S(=O)(=O)c3ccc(Cl)cc3)CC2)cc1,0.2,-7%
CC1CCN(CC(=O)N2CCc3ccccc32)CC1,0.3,2%

(listing goes on)
SMILES | PI5P4K alpha inh | Abeta rescue | PLK1 PBD inh | aSyn yeast inh | IL-2 act | EPAC1 agonist | FUS yeast rescue | WRN helicase inh | EPAC1 antagonist
Cc1cc(C)cc(OCC(=O)Nc2ccccc2C(=O)N2CCOCC2)c1 | 3 | 0% | ? | 5% | -0.6 | -14% | 4% | 0% | -14%
O=C(c1ccc(Cl)c(Cl)c1)N1CCC(=O)N(C(COCc2cccc(Cl)c2)Cc2ccccc2)CC1 (stereo not drawn) | 15 | 5% | 0% | ? | -0.9 | 3% | ? | -6% | -9%
CCc1cccc(N(C(=O)c2csnn2)C(C(=O)NC(C)(C)CC)c2ccccn2)c1 (stereo not drawn) | 0 | 6% | -17% | -3% | -3.1 | 4% | -10% | -14% | -16%
Cc1ccc(-n2nnc3c(=O)oc4ccccc4c32)cc1 | -4 | 20% | -1% | -20% | -0.1 | -3% | -14% | 9% | -2%
O=[N+]([O-])c1cc2c(cc1/C=N/n1c(-c3ccccn3)n[nH]c1=S)OCO2 | -8 | -9% | ? | -5% | 0.5 | 0% | nt | 8% | 7%
O=C(NCc1ccccc1)C1=C[C@H](c2ccc(C(F)(F)F)cc2)C[C@H](OCc2ccc(CO)cc2)O1 | -3 | -5% | 0% | -8% | 0.7 | -19% | 28% | -4% | -14%
Cn1c(Cc2ccccc2)[n+](C)c2ccccc21 | 0 | -21% | -6% | -3% | -0.8 | -4% | -21% | 2% | -26%
Cc1ccc(S(=O)(=O)N2C[C@H]3n4c(=O)ccc(=O)n4C[C@H](OC(=O)NCc4ccco4)[C@@]3(O)C2)cc1 | 6 | 18% | -11% | 0% | -1.2 | 2% | -18% | -4% | -9%
CCN1CCN(C(=O)C2CCN(C(=O)c3cc4sccc4n3CC)CC2)CC1 | 1 | -5% | -3% | -2% | -3.7 | -15% | -7% | 5% | 5%
CCOc1ccc(NC(=O)C23CC4CC(C2)CC(c2ccccc2)(C4)C3)cc1 | -6 | 20% | -2% | 0% | -0.2 | 2% | 10% | -2% | -17%
CCOCCn1c(=NC(=O)c2cc3ccccc3oc2=O)sc2cc(S(N)(=O)=O)ccc21 | 7 | -4% | -1% | -7% | -1.0 | 2% | -9% | -14% | -15%
Cc1cc(CNC(=O)Cc2ccc(F)cc2)c2ccccc2n1 | -6 | -11% | -17% | 13% | 1.2 | -4% | 7% | 8% | 0%
O=C(CSC1CC(=O)N(CCc2ccccc2)C1=O)Nc1ccc(Cl)cc1 (stereo not drawn) | 0 | 16% | -28% | 16% | 3.0 | -5% | nt | -8% | -14%
Cc1cc(NCCCN(C)C)n2c(nc3ccccc32)c1C#N | 3 | -32% | 4% | 1% | -4.1 | -2% | 1% | -7% | 1%
COc1cccc(C(=O)OCC(=O)c2c(N)n(C)c(=O)n(C)c2=O)c1 | 0 | 13% | 2% | -7% | 1.8 | 15% | -11% | -2% | 1%
COCCNc1cc(N)c([N+](=O)[O-])cc1[N+](=O)[O-] | 0 | -5% | -8% | 5% | -1.8 | 0% | 9% | 5% | 10%
O=C(Nc1cccc2ccccc12)ON=C1CCCCC1 | 0 | 8% | -11% | -3% | -0.3 | -4% | 13% | 5% | -18%
Cc1nn(CC(=O)NCc2ccccc2)c(=O)c2cccn12 | 5 | -6% | 2% | -11% | -0.2 | 5% | -9% | -1% | 1%
COc1ccccc1NCCC(=O)OCC(=O)NC1CC1 | 1 | -8% | -1% | 1% | -4.2 | -7% | -1% | 9% | -16%
Cc1nc(N)nc(N)c1CCCc1ccc(Cl)c(Cl)c1 | 2 | -25% | -5% | 8% | -2.7 | -3% | 2% | 6% | 14%
Cn1c(CC(=O)Nc2ccccc2)nnc1SCCOc1ccccc1 | -4 | 15% | -4% | -1% | 0.1 | -10% | -24% | -12%[57.1 µM] | 12%
CCN(CC)C(=O)c1sc2nc(Cc3ccccc3)[nH]c(=O)c2c1C | -29 | 6% | 30µM* | -2% | 0.8 | 4% | 24% | 7% | 14%
CCCCCC(=O)c1ccc(O)cc1O | 10 | -10% | -12% | 16% | 0.0 | 1% | 1% | 11% | -2%
CCOc1ccc(-n2c(SCC)nc3c(c2=O)SCC3)cc1 | 0 | 15% | -7% | 5% | -0.9 | -3% | -3% | -7% | 11%
C/C(Cl)=C\Cn1c(N2CCCCCC2)nc2c1c(=O)n(C)c(=O)n2C | 1 | -17% | -13% | -2% | -0.3 | -2% | 25% | 6% | -5%
O=C(COC(=O)c1cccs1)Nc1ccccc1[N+](=O)[O-] | -1 | ? | -12% | -12% | 1.2 | -4% | -16% | 0% | -11%
Oc1ccc(-c2csc(Nc3cccc4ccccc34)n2)cc1O | -55* | -3% | 19µM* | -12% | -1.4 | 1% | 48% | -14%[11.6 µM] | ?
O=C(N/C(=C/c1cccc([N+](=O)[O-])c1)C(=O)N1CCCCC1)c1cccs1 | 5 | 8% | -9% | -1% | -1.2 | -6% | -16% | -4% | -22%
CCn1nc(C(=O)NCC2COc3ccccc3O2)c2ccccc2c1=O (stereo not drawn) | 3 | -9% | -14% | 8% | -0.2 | 10% | 34% | -1% | -11%
CCN1C(=NCCc2ccccn2)N[C@@H](c2cccc(C(F)(F)F)c2)C(C(=O)OC)=C1C | 1 | -4% | -7% | 5%&1% | -0.5 | 8% | -3% | -1% | -6%
Oc1c(C(c2ccccc2)N2CCN(Cc3ccccc3)CC2)sc2ncnn12 (stereo not drawn) | 1 | -13% | -15% | ? | -2.3 | -30% | -2% | -7% | -6%
